ATXN viability: viability counter-screen for ATXN expression inhibitors; Potency, µM (series often up to 56.7 µM), most hits filed as cytotoxic; 400,000 tested, 0.49% active; S2 cells (HEK-293 line with an ATXN2-luciferase reporter) viability, CellTiter-Fluor protease fluorescence, 24 h; note: potency is the fitted concentration of half-maximal effect; nearly all actives have a fitted effect of over 40% in size
HepG2 viability: HepG2 cytotoxicity, counter-screen for TGF-b inhibitors. HepG2 CAGA-GFP viability, ATP luminescence, 18 h. 410,000 tested, 0.76% active. Potency, µM (doses to about 46.1 µM), without a hit: top-dose activity change, negative = cytotoxicity, actives largely listed as cytotoxic; note: potency is the fitted concentration of half-maximal effect; some results filed as inactive show a strong effect at the top dose
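CellTiter-Glo luminescence gave cytotoxicity after 18 hours at 37 degrees C. The cells were HepG2 CAGA-GFP in 1% FBS DMEM, stimulated with 500 pg/mL TGF-beta after compound addition. %Activity was normalised to no-cell wells (complete cell-killing) and DMSO (no toxicity), and curves were fitted and classified.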
ATXN2 expr inh: inhibitors of ATXN2 expression | HEK-293 ATXN2-luciferase reporter, luminescence, 24 h | Potency, µM (top dose mostly 57 µM), inactives show top-dose activity change, negative = inhibition, hits mostly inhibitors | 360,000 tested, 0.72% active | AID 1745845; note: potency is the fitted concentration of half-maximal effect; % is set by controls: 0 for no effect and ±100 for the full control effect; nearly all actives have a fitted effect of over 55% in size
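ATXN2-luciferase reporter cells (luciferase flanked by upstream and downstream ATXN2 gene portions) were treated 24 h at 37 °C with compounds at up to 57 uM. SteadyGlo luminescence gave expression; GF-AFC fluorescence gave viability.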
HT1080 IDH1KD tx: kills HT-1080 cells with IDH1 knockdown | HT-1080 IDH1 knockdown viability, ATP luminescence, 48 h | Potency, µM (titrated, usually from 46.1 µM), without a hit: at the top dose activity, negative = toxicity, actives largely listed as cytotoxic | 360,000 tested, 2% active | AID 686971;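 note: potency is the fitted concentration of half-maximal effect; 0% = DMSO wells and -100% = cell-free medium wells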
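Using the IDH1-knockdown HT-1080 line run in the same batch and compound series as the NT line, viability after 48 h at 37 °C was determined by CellTiter-Glo luminescence and expressed as % activity.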
SW480 rerep: DNA re-replication induction in SW480 cells; Potency, µM (top dose mostly 46.1 µM), for the others: top-dose re-replication activation, hits mostly activators; 340,000 tested, 1.8% active; SW480 DNA re-replication, Hoechst DNA content imaging, 48 h; note: potency is the fitted concentration of half-maximal effect; % of control where 0% means no effect; nearly all actives have a fitted effect of over 55% in size
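250 cells/well; 23 nL cpd via pin tool; 48 hr, 37 C, 5% CO2; Hoechst 40 min; imager read of total nuclear intensity, ex 405/em 500-530 nm.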
MCF10A rerep: induces DNA re-replication in MCF 10a normal breast cells; MCF 10A DNA re-replication, Hoechst nuclear intensity, 48 h; Potency, µM (highest dose often 46.1 µM), inactives show top-dose activity, positive = re-replication, most hits filed as activators; 350,000 tested, 2.9% active; AID 624296; note: potency is the fitted concentration of half-maximal effect; % of control where 0% means no effect; nearly all actives have a fitted effect of over 50% in size
HT1080NT lethal: kills 2HG-producing HT-1080-NT fibrosarcoma cells; AID 686970; 360,000 tested, 1.6% active; Potency, µM (top dose mostly 46.1 µM), inactives show top-dose activity, negative = less viability, usual class: cytotoxic; HT-1080-NT fibrosarcoma viability, CellTiter-Glo ATP luminescence, 48 h;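 note: NT is the 2HG producing partner of a matched IDH1 knockdown line; potency is the fitted concentration of half-maximal effect; 0% = DMSO-treated cells and -100% = media-only wells without cells; nearly all actives have a fitted effect of over 55% in size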
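HT-1080-NT; 750 cells/well; 5% FBS RPMI; 48 h compound, 37 degrees C; CellTiter-Glo luminescence; curve fitting and curve-class assignment.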
KB-3-1 tox: KB-3-1 parental cell cytotoxicity; Potency, µM (top dose mostly 46.1 µM), for the others: at the top dose activity change, negative = cytotoxic, hits mostly cytotoxic; KB-3-1 viability, CellTiter-Glo ATP luminescence, 72 h; 400,000 tested, 1.4% active; note: potency is the fitted concentration of half-maximal effect; % is set by controls: 0 for no effect and ±100 for the full control effect; nearly all actives have a fitted effect of over 60% in size
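Multi-concentration cytotoxicity screen in KB-3-1 cells grown in DMEM lacking phenol red with 10% FBS. After 72 h at 37 °C with compound, ATP-dependent luminescence was recorded.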
IL1B secr inh: blocks inflammasome-driven IL-1 beta release; THP-1 LPS/ATP IL-1B secretion, AlphaLISA, 16 h; stronger effect = lower value; activity change, % at 57.5 µM; 360,000 tested, 4.7% active; AID 743279; in the data active = activity change below about -50%; inconclusive = mostly about -30% to -49%; note: % is set by controls: 0 for no effect and ±100 for the full control effect
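Secreted IL-1B measured by AlphaLISA bead assay after 16 h compound exposure of THP-1 cells; compounds (final up to 57.5 uM) added 1 h before LPS (250 ng/mL) and ATP (1.25 mM) stimulation; lower signal means less secretion.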
Active calls of the source: *; i = inactive; ? = inconclusive; · = not tested or not shown; [ ] = dose if it differs, or a comment. Unless noted, calls come from the whole dose curve; as a rule, active = well fitted curve in the direction sought with a large enough effect; inconclusive = small, poorly fitted or top-dose-only effect, or another doubt; inactive = no such curve, though single readings can be large; an effect the other way counts as inactive or inconclusive.

Results follow in this order: ATXN viability	HepG2 viability	ATXN2 expr inh	HT1080 IDH1KD tx	SW480 rerep	MCF10A rerep	HT1080NT lethal	KB-3-1 tox	IL1B secr inh
Cc1ccc2c(Cl)cc(Cl)c(OCC(=O)NCCc3ccccn3)c2n1
    i	-40%	-20%	1%	0%	?	-1%	1%	-25
CC(=O)Nc1ccc(NC(=O)c2ccc(S(=O)(=O)N3CCCCCC3)cc2)cc1
    i	4%	·	-4%	·	·	-2%	0%	14
Cc1nn(-c2ccccc2)c2c1C(c1ccc(Cl)cc1)N(c1ccccc1)C(=O)N2 (stereo not given)
    i	0%	1%	-24%	?	?	-3%	?	-14
COCCNC(=O)CN1CCC(NC(=O)Nc2ccc(C(F)(F)F)cc2)CC1
    i	-1%	-5%	-26%	-4%	2%	11%	-5%	-1
COc1ccc(CC(=O)NCC(=O)N/N=C/c2cc(Br)ccc2OC)cc1
    i	-8%	-37%	?	?	11%	-29%	6%	36
O=C(CNCc1ccc(F)cc1)Nc1ccc(C(=O)N2CCCCC2)cc1
    i	2%	13%	-6%	-10%	-2%	7%	22%	7
CCc1ccc(N/C(SCc2ccccc2C)=C(/C#N)C(=O)NCc2ccco2)cc1
    i	-5%	-11%	-6%	3.7µM*	-38%[0.0737 µM]	1%	?	-11
Cn1nc(C(F)(F)F)c(-c2cccc(C(F)(F)F)c2)c1NC(=O)c1nccnc1C(=O)O
    i	-7%	-4%	7%	-4%	1%	14%	5%	-15
COCCOC(=O)C1=C(C)OC(N)=C(C#N)C1c1ccc2c(c1)OCO2 (stereo not given)
    i	2%	-8%	11%	-1%	-6%	6%	10%	-13
Cc1nn(Cc2ccccc2)c(Cl)c1/C=C/C(=O)OC(C(=O)NC(N)=O)C(C)C (stereo not given)
    i	-15%	-21%	-1%	-39%[inhibitor]	6.5µM*	3%	2%	3
O=C(NCc1ccccn1)c1ccc(Cl)c(S(=O)(=O)NCc2ccccc2)c1
    i	-18%	·	-5%	-1%	-4%	0%	3%	-14
CCN(CC(=O)Nc1ccc(OC)cc1)C(=O)c1cc(S(=O)(=O)N(C)C)ccc1N1CCCC1
    i	0%	8%	-4%	-8%	1%	1%	-10%	-9
CC(=O)C1=C(O)C(=O)N(c2ccc(Br)cc2)C1c1cccc(F)c1 (stereo not given)
    i	-14%	·	?	-3%	-7%	?	-16%	13
CCC(=O)NCC(=O)OCC(=O)c1ccccc1
    i	-39%	5%	10%	10%	1%	-6%	-3%	18
CN(C)CCNC(=O)/C=N/O
    i	0%	3%	4%	0%	-3%	-1%	6%	12

Quoted from the listing:
Reading for `CN(C)CCNC(=O)/C=N/O` in HT1080NT lethal: -1%
Reading for `Cc1nn(-c2ccccc2)c2c1C(c1ccc(Cl)cc1)N(c1ccccc1)C(=O)N2` (stereo not given) in IL1B secr inh: -14

Continued:
Results follow in this order: ATXN viability	HepG2 viability	ATXN2 expr inh	HT1080 IDH1KD tx	SW480 rerep	MCF10A rerep	HT1080NT lethal	KB-3-1 tox	IL1B secr inh
Cc1ccc(/C(N)=N/OC(=O)Oc2ccccc2)cc1
    i	15%	4%	16%	-4%	-2%	6%	7%	10
O=C(N/N=C/C=C/c1ccccc1)c1ccccc1Br
    i	-26%	49%[activator]	16%	-2%	-4%	14%	0%	-9
C=CCn1c(CSc2nc3ccccc3s2)nnc1SCC(=O)NCCN1CCOCC1
    i	0%	-1%	2%	-4%	3%	4%	7%	0
CCOC(=O)C1=C(C)NC(=O)NC1c1ccc(OCC(N)=O)cc1 (stereo not given)
    i	-5%	3%	18%	-2%	0%	-4%	-4%	3
COc1ccc(-c2nnc(NC(=O)c3ccc(S(=O)(=O)N(C)CC4CCCO4)cc3)o2)c(OC)c1 (stereo not given)
    ?	-34%	-26%	-26%	?	?	-25%	-10%	i
Cc1cc(NC(=O)c2cc3n(n2)C(C(F)(F)F)CC(c2ccco2)N3)n(-c2ccccc2)n1 (stereo not given)
    i	-46%	-7%	-27%	2%	-1%	-22%	7%	-13
COC(=O)c1cn(-c2ccccc2)nc1-c1ccccc1
    ?	8%	18%	-3%	0%	8%	7%	23%	-29
CC(C)(C)NC(=O)CCCSc1nc2ccccc2s1
    i	-2%	12%	-1%	-10%	?	-24%	5%	10
O=C(O)CSc1nc(-c2ccccc2)nc2c1CCCC2
    i	-1%	7%	-5%	-13%	0%	-2%	4%	41
CC(Sc1nnnn1C1CC1)C(=O)N1CC(=O)Nc2ccccc21 (stereo not given)
    i	1%	-2%	-3%	-6%	4%	3%	5%	-4
COc1ccc(OC)c(S(=O)(=O)N2CCN3CCCC3C2)c1 (stereo not given)
    i	-9%	0%	2%	?	6%	1%	1%	-6
Cc1cccc(C(=O)NNS(=O)(=O)c2ccc(F)cc2)c1O
    i	-11%	-16%	-6%	-3%	0%	-9%	0%	-11
CC(C)N(C(=O)Nc1ccc2nsnc2c1)C(C)C
    i	-24%	?	?	?	16µM*	18µM*	?	?
COc1ccccc1CNC(=O)CCn1cnc2ccccc2c1=O
    i	7%	6%	·	·	·	·	-11%	·
CCC1ON(C(C)C)C2c3nc4ccccc4n3CC12 (stereo not given)
    i	5%	-4%	4%	-40%[inhibitor][9.22 µM]	5%	2%	-8%	17
COc1cc2c(C(=O)NCCCN3CC(C)CC(C)C3)cn(CC(C)C)c(=O)c2cc1OC (stereo not given)
    i	1%	1%	7%	-1%	-18%	0%	11%	-10
O=C1CCC(=O)N1c1ccc(NCCc2ccccc2F)c([N+](=O)[O-])c1
    i	-7%	18%	-1%	2%	13%	8%	15%	-1
O=C(/C=C/c1ccc(Cl)cc1Cl)NC(=S)Nc1ccccn1
    i	-27%	57%[activator]	14%	-2%	7%	12%	6%	-22
COc1ccc(C(C(=O)NC2CCCCC2)N(C(=O)Cc2c[nH]c3ccccc23)c2ccccc2C)cc1OC (stereo not given)
    ?	13%	-17%	-21%	29%	10%	-18%	-9%	-61*
Cc1noc(C)c1COC(=O)c1ccc(-c2nc3ccccc3s2)s1
    i	-17%	20%	?	-4%	8%	-10%	-25%	-9
O=c1oc2cc(O)ccc2cc1-c1ccc(F)cc1
    ·	-1%	64%[activator]	-20%	-1%	15µM*	-12%	-21%	0
O=C(CSc1nnnn1-c1ccccc1)N1CCc2ccccc2C1
    i	4%	6%	3%	-4%	21%	5%	28%	-3
C=CCN1C(=O)c2ccc(C(=O)N3CCC(C(=O)OCC)CC3)cc2C1=O
    i	-17%	3%	11%	-6%	4%	11%	17%	9
COc1ccccc1-c1cn(S(=O)(=O)c2ccc(F)cc2)nc1N
    i	-24%	-26%	-15%	-2%	0%	-15%	?	-15
Cc1ccc(NC(=O)CSc2nnc(CCC(=O)O)c(=O)[nH]2)cc1
    i	8%	-12%	1%	-15%	-5%	6%	7%	11
O=C(CSc1nc2ccccc2s1)Nc1ccc(C(=O)O)cc1
    i	-1%	13%	-2%	16%	13%	-4%	-1%	37
O=C(COc1ccccc1O)c1cccs1
    i	-8%	5%	1%	0%	-1%	13%	1%	-1
CC1=CC(=O)C=C(C)C1=NOS(=O)(=O)c1ccccc1
    ?	-112%	?	21µM*	7.3µM*	7.3µM*	?	?	-118*
Cn1c(N)c(C(=O)CSc2nnc(C3CC3)n2-c2ccccc2)c(=O)n(C)c1=O
    i	5%	2%	-8%	-6%	-5%	0%	5%	8
CCCCNc1oc(-c2cccs2)nc1S(=O)(=O)c1ccccc1
    i	6%	17%	?	?	?	5%	?	-27
Cc1ccc(-n2nc(C)c3c(C(=O)NCc4ccccc4)cc(C4CC4)nc32)cc1
    i	21%	-8%	·	·	·	·	13%	·
CN(CC(=O)Nc1ccccc1C(F)(F)F)C(=O)CSc1nc(N)cc(N)n1
    i	0%	0%	0%	-34%	0%	0%	7%	14
CCOC(=O)C1CCN(C(=O)c2ccccc2N(C)S(=O)(=O)c2ccccc2)CC1
    i	-2%	-6%	3%	1%	6%	8%	-2%	22
Cc1ccc(C(=O)NCC(=O)Nc2ccncc2)cc1
    i	2%	-8%	2%	-23%	-5%	3%	9%	0
Cc1cccc(NC(=S)NNC(=O)COc2ccc(Cl)cc2Cl)c1
    i	-10%	-6%	-2%	-5%	15%	-1%	-10%	24
O=C(CCc1nc2ccccc2c(=O)[nH]1)N1CCN(c2ccccc2Cl)CC1
    i	7%	·	-1%	-4%	1%	6%	-1%	-4
O=C(NCCCn1ccnc1)C(=O)NCC1OCCN1S(=O)(=O)c1ccccc1 (stereo not given)
    i	0%	-2%	27%	-3%	2%	19%	15%	20
O=C(NCCc1c[nH]c2ccccc12)C(=O)NCC1OCCN1S(=O)(=O)c1ccc(F)cc1 (stereo not given)
    i	-24%	16%	1%	1%	4%	0%	3%	14
O=C(NC1CC1)c1ccc(NC(=O)C2CCCCC2)cc1
    i	2%	6%	4%	-3%	5%	6%	0%	-12
CN1CCCC(OC(=O)c2cccc(Cl)c2)C1 (stereo not given)
    i	4%	15%	7%	-2%	0%	4%	8%	3
Cc1sc2nc(CN3CCCC3)nc(N3CCC(C(N)=O)CC3)c2c1C
    i	-30%	?	-5%	-7%	0%	0%	4%	-2
Cc1cccc(S(=O)(=O)Nc2ccc(C)c3c2OC(C)(C)C3)c1
    i	-33%	4%	-1%	-13%	1%	-4%	3%	-1
O=C(COc1ccc(Cl)cc1)Nc1ccc(N2CCN(C(=O)c3ccco3)CC2)cc1
    i	-16%	-20%	-11%	14%	?	?	?	?
CCC(=O)/C=C1\Sc2ccccc2N1CC
    i	2%	-5%	11%	-295%[inhibitor]	21%	1%	-1%	6
